Screening results (PubChem)
RAD52 inh: blocks human RAD52 DNA annealing | 360,000 tested, 0.46% active | recombinant RAD52 DNA annealing, FRET fluorescence | inhibition, % at 18.7 µM | AID 651710 | P43351;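 active = every replicate showing at least 50% inhibition; inconclusive = mean inhibition at least 50% but not in every replicate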
RAD54 branch: blocks human RAD54 Holliday junction branch migration; FAM/BHQ fluorescence; inhibition, % at 10.4 µM; 360,000 tested, 0.14% active; AID 602329;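 active = mean normalized replicate activity at least 40 and at least half of replicates scoring 40 or more; inconclusive = only one of the two criteria met; inactive = mean below 40 and under half of replicates reaching 40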;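 note: 0% = median of neutral control wells and 100% = median of positive control wells; inhibitors cause a drop in the FAM fluorescence signal; in these data hits start at about 50%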
Target sequence (Q92698 whole entry, looked up): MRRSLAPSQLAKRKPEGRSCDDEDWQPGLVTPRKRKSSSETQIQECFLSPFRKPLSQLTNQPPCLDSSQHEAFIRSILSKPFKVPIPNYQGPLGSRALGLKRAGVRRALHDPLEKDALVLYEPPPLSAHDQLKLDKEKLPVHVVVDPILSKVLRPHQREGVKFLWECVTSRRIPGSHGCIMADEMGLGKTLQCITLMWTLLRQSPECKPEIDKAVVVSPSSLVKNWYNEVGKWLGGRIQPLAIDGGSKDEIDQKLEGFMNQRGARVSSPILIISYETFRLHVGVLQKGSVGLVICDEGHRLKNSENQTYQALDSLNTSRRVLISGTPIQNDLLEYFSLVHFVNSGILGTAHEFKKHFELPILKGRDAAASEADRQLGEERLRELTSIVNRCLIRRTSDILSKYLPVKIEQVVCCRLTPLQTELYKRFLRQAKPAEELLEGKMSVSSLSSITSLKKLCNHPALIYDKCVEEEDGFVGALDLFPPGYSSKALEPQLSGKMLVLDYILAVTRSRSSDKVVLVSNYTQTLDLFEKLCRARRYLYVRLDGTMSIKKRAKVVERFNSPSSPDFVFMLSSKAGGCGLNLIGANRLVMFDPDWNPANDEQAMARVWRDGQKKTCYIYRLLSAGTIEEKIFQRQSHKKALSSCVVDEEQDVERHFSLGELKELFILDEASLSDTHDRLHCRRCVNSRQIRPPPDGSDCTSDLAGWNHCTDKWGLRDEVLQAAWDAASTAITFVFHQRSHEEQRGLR
CFTR F508del cor: correctors of CFTR F508del function in bronchial epithelial cells. CFBE cells, YFP halide quenching; stimulated with forskolin plus potentiator P3; % fluorescence drop versus neutral controls. activity (quench increase), % at 7.58 µM. 350,000 tested, 0.36% active;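 active = mean added fluorescence quench of at least 8% versus neutral control, with both replicates also reaching 8%; inconclusive = only one of the mean or replicate conditions met; inactive = mean below 8% and not both replicates reaching 8%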;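 note: cells transiently co-express mutant CFTR-F508del with the halide-sensitive YFP; corrector assay measuring rescue of mutant channel to the surface after 24 h compound exposure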
XiGFP reactiv: reactivates the inactive X chromosome in mouse fibroblasts; XiGFP mouse fibroblasts, % GFP-positive cells imaging, 3 d; cells co-treated with 5-aza-dC sensitizer; scaled so ellipticine positive control = 100%; activation, % at 7.58 µM; 360,000 tested, 0.055% active; AID 743238;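 active = mean normalized replicate activation at least 10% and every replicate at or above 10%; inconclusive = only one of the two criteria met; inactive = mean below 10% and not all replicates reach 10%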;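 note: 0% = median of on-plate neutral control wells and 100% = ellipticine 6 µM median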
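Assay system – SV40-immortalized XiGFP fibroblast cells, line 68-5-11 · Buffer or medium – DMEM supplemented with 5-aza-dC as sensitizing agent · Dosing – one concentration, pinned · Benchmarks – positive control ellipticine, 6 µM final · Times – 3 days compound exposure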
E-sel inducer: E-selectin induction on HUVECs | activation, % at 7.58 µM | HUVEC E-selectin immunofluorescence imaging; normalized: neutral wells 0, TNF-alpha wells 100 | P16581 | 260,000 tested, 0.37% active;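 active = mean E-selectin-positive cell signal at least 10% of the positive control, reached in at least 60% of replicates, without over 20% cell loss; inconclusive = no rule given, readout overlaps actives, possibly toxicity-flagged; inactive = the rest, including those meeting only one limit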;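 note: in these data hits start at about 27%; measured in HUVEC primary endothelial cells; signal is the percent of cells scored E-selectin positive by PE staining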
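System: HUVEC / Compound: single concentration / Signal: immunofluorescence imaging / Read-out: percent E-selectin-positive cells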
GSIS activator: primary screen for activators of insulin secretion dependent on glucose, INS-1E cells, GLuc reporter luminescence; activation, % at 16.6 µM; INS-1E GLuc reporter insulin secretion, 2-3 h; AID 743287; 370,000 tested, 0.61% active;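 active = lowest replicate activation of at least 40%, so every replicate reaches that level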;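 note: 0% = median of neutral control wells and 100% = median of IBMX positive control wells; some compounds called inactive have numbers as strong as hits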
DENV2 CPE: protects cells from dengue virus 2 cytopathic effect. DENV2-infected cells, cytopathic effect rescue, plate reader. CPE inhibition, % at 9.99 µM. 350,000 tested, 1.7% active; in the data active = CPE inhibition above about 20%, passing the limit was not always enough; inconclusive = no clear call, values can overlap the other calls; tested in BHK-21 cells;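 note: 0% = median of neutral control wells and 100% = median of positive control wells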
Casp6 inh: caspase-6 (human) enzyme inhibition | purified caspase-6, Z-VEID-R110 cleavage fluorescence | inhibition, % at 12.5 µM | 350,000 tested, 0.53% active | AID 686996;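 active = mean inhibition across replicates at least about 35%, with every replicate also reaching that limit, limit read from the data; inconclusive = only one of the two criteria met; inactive = neither criterion met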;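 note: 0% = median of neutral control wells and 100% = no fluorescence left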
Target sequence (P55212 24-179 limits assumed): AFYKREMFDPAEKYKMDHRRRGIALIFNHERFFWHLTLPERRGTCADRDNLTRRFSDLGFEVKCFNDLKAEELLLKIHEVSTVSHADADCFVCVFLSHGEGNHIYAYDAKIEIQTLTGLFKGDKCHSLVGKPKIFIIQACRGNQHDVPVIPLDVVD
Target sequence (P55212 194-293 limits assumed): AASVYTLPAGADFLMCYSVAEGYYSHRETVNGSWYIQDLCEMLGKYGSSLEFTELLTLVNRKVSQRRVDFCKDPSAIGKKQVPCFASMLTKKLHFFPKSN
* = called active by the depositor; ? = inconclusive; nt = no result given; & = joins results of further samples.

SMILES	RAD52 inh	RAD54 branch	CFTR F508del cor	XiGFP reactiv	E-sel inducer	GSIS activator	DENV2 CPE	Casp6 inh
C[C@H](CO)N1C[C@H](C)[C@@H](CN(C)S(C)(=O)=O)Oc2ccc(NS(=O)(=O)c3cccs3)cc2C1=O	-1	4	-3.7	0.0	429*	-3	-6	nt
C[C@H](CO)N1C[C@H](C)[C@H](CN(C)Cc2ccncc2)Oc2ccc(NC(=O)NC3CCCCC3)cc2C1=O	9	-7	-1.7	1.5	0.2	5	-8	1
COc1cc2cc(Oc3ccc4ccc(=O)oc4c3)c(=O)oc2cc1O	3	3	-0.8	nt	nt	-5	4	3
Nc1cccc(O)c1	-5	5	2.0	nt	nt	10	21*	-2
Cc1ccc(NC(=O)c2cnc3ccccc3n2)cc1C	-9	nt	0.5	0.0	0.4	17	7	0
CC(C)(O)C#Cc1ccc([C@@H]2[C@H]3CN(C(=O)c4cccc(F)c4)CCCCN3[C@H]2CO)cc1	-8	-1	0.2	0.0	-0.3	18	-12	-1
C[C@H](CO)N1C[C@H](C)[C@@H](CN(C)C(=O)Nc2ccc3c(c2)OCO3)Oc2c(NC(=O)C3CCOCC3)cccc2C1=O	-6	-9	1.1	-0.2	0.2	10	-5	-3
Cc1ccccc1CC(=O)Nc1ccc(C(=O)N2CCCC2)cc1	-17	2	-1.9	1.2	0.1	-2	?	-2
CCCn1c(=S)[nH]c2cc(C(=O)NCc3ccccc3OC)ccc2c1=O	-17	12	1.6	0.0	-0.2	-8	2	-1
C[C@@H]1CN([C@H](C)CO)C(=O)Cc2cc(NC(=O)c3ccncc3)ccc2O[C@@H]1CN(C)Cc1ccc(Oc2ccccc2)cc1	-24	18	-0.7	0.0	-5.8	-29	3	4
COCC#Cc1ccc([C@H]2[C@H](CO)N3CCCCN(C(=O)COC)C[C@@H]23)cc1	-7	-1	-1.9	0.1	0.2	1	6	0
CC(C)(C)[S@](=O)N1Cc2cc(C(=O)N3CCc4ccccc4C3)nc(-c3cccc(-c4cncnc4)c3)c2[C@@H]1CCO	-38	-9	0.3	0.9	0.1	-14	-1	-4
O=C(CN1C(=O)NC2(CCCCC2)C1=O)N1CCN(S(=O)(=O)c2ccc(Cl)s2)CC1	-4	-7	1.5	0.3	nt	3	3	2
CC(C)(C)c1ccc(-c2nnc(N)o2)cc1	2	nt	-3.8	0.0	nt	nt	3	-1
CCC1CCCCN1CCCNC(=O)CCC(=O)N1CCOc2ccccc21 (stereo not drawn)	-9	1	2.1	0.2	3.6	3	7	-16
CCC(C)NS(=O)(=O)c1ccc(OCC(=O)N2CCCC2)cc1 (stereo not drawn)	-66	nt	-7.2	nt	nt	17	4	4
CC(C)C[C@H]1CNC(=O)C(=O)N1CC1CCN(CC2CCC(C(C)(C)C)CC2)CC1 (stereo partly drawn)	7	0	-6.0	0.0	-0.3	16	-6	1
N#C/C(=N\Nc1cccc([N+](=O)[O-])c1)C(=O)c1ccc(Br)cc1	-11	0	6.9	0.2	-3.8	11	-1	5
CN1C(=O)c2cc(NC(=O)c3ccc(Cl)cc3)ccc2OC[C@@H]2O[C@@H](CC(=O)O)CC[C@@H]21	-6	-5	-0.5	0.2	0.1	1	nt	nt
CC(=O)c1ccc(OCC(O)CN2CCN(Cc3ccc4c(c3)OCO4)CC2)cc1 (stereo not drawn)	-6&0	-7&-7	2.1&-3.1	-0.1&-0.1	nt	11&33	3&-12	-2&-3
O=C(C[C@@H]1C[C@H]2c3cc(NC(=O)c4ccc5c(c4)OCO5)ccc3O[C@H]2[C@@H](CO)O1)NCc1ccc(Oc2ccccc2)cc1	4	3	1.3	0.1	0.3	-1	4	0
C[C@@H]1CCCCO[C@H](CN(C)Cc2ccc(C(F)(F)F)cc2)[C@@H](C)CN([C@H](C)CO)C(=O)c2cc(NC(=O)Cc3ccccc3)ccc2O1	nt	2	-2.9	0.0	0.0	-1	-2	nt
COc1ccc(CS(=O)(=O)CC2(O)CCN(C(=O)c3cccc(C(F)(F)F)c3)CC2)cc1	-6	nt	-0.8	0.3	nt	-1	2	-3
O=S(=O)(c1ccc(-c2csc(Nc3ccc(F)cc3)n2)cc1)N1CCCC1	-8	-2	nt	-0.1	nt	-2	1	2
O=C(c1nc[nH]c1C(=O)N1CCN(c2ccccc2)CC1)N1CCN(c2ccccc2)CC1	1	3	0.7	0.1	1.4	4	nt	-6
The results go on:
SMILES	RAD52 inh	RAD54 branch	CFTR F508del cor	XiGFP reactiv	E-sel inducer	GSIS activator	DENV2 CPE	Casp6 inh
NC(Cc1ccc(C(F)(F)F)cc1)c1csc(Nc2ccc(S(N)(=O)=O)cc2)n1 (stereo not drawn)	-14	-7	3.3	0.2	6.4	-26	5	15
COc1cccc(OC)c1C(=O)Nc1nc2cc3c(cc2s1)OCO3	-2	nt	0.0	0.9	0.1	-6	-11	-1
COc1ccc(S(=O)(=O)N[C@@H]2CC[C@H](CCn3cc(-c4ccccc4F)nn3)O[C@H]2CO)cc1	-5	2	0.0	0.3	-0.3	-9	-4	-2
CC(=O)Nc1cnc(-c2ccc3c(c2)OCO3)cn1	-14	-4	0.9	0.0	6.0	nt	-1	2
CCC(C)NC(=O)C1CCN(S(=O)(=O)c2ccc(-n3cnnn3)cc2)CC1 (stereo not drawn)	-18	5	1.3	0.0	0.1	3	5	-4
Cc1ccc(NC(=O)c2ccc(Cl)c(S(=O)(=O)N3CCCCCC3)c2)nc1	-8	nt	-2.0	-0.1	-0.1	-2	4	2
O=C(CCNC(=O)c1ccccc1)NN=Cc1ccc(Br)o1	-4	-1	-1.7	0.1	-0.1	9	7	22
COc1ccc(CCC(=O)OCC(=O)c2ccc[nH]2)cc1OC	-16	-8	1.0	0.0	nt	nt	0	-2
Cc1cc(NC(=O)CCCn2nc(C)c([N+](=O)[O-])c2C)no1	-7	12	-2.4	0.7	-0.2	6	1	4
O=C1CCCC/C=C\C[C@H](CC(=O)N(CCO)Cc2ccccc2)C(=O)NCCO1	-6	5	2.3	0.0	0.0	0	1	-1
COc1cc(CCN(C(=O)c2cccc(S(C)(=O)=O)c2)C(CCc2ccccc2)c2nc3ccccc3[nH]2)cc(OC)c1 (stereo not drawn)	-5	-6	0.8	0.3	0.0	-18	9	5
O=c1c2ccccc2c(C=Nc2cccc(S(=O)(=O)NCc3ccco3)c2)c(O)n1-c1ccc(Cl)cn1	nt	-4	nt	-0.1	0.1	-4	nt	nt
Cc1cc(C)cc(-n2c(C)nc3cc(C(=O)O)ccc32)c1	-3	nt	0.9	0.1	-1.6	-10	0	-5
COc1cccc(CNC(=O)C2Cc3ccccc3CN2C(C)=O)c1 (stereo not drawn)	-16	1	-2.1	0.2	-0.1	12	-1	0
COc1ccc(NC(=S)N2CCC3CC2c2cc(-c4ccc5c(c4)OCO5)ccc23)c(OC)c1 (stereo not drawn)	-4	4	-1.9	0.1	-6.4	-27	1	-2
CCC(C)c1ccc(C(C)NC(=S)NC2CCCCC2)cc1 (stereo not drawn)	2	-9	-7.4	0.0	-0.3	-36	1	-2
C[C@@H]1CN([C@@H](C)CO)C(=O)c2ccccc2-c2ccccc2CO[C@@H]1CN(C)C(=O)c1ccc(F)cc1	3	-5	-1.1	1.2	6.1	14	8	1
CC1Sc2ccc(S(=O)(=O)N3CCC(C(=O)NCc4ccccc4)CC3)cc2NC1=O (stereo not drawn)	-23	-3	-1.6	0.2	nt	-23	8	5
O=C1c2cccc3c([N+](=O)[O-])c(O)cc(c23)C(=O)N1Nc1ccccc1	-22	0	nt	0.0	nt	-26	-2	6
O=C(C[C@@H]1CC[C@H]2[C@@H](COC[C@@H](O)CN2CC2CCOCC2)O1)N1CCOCC1	11	1	1.3	0.0	0.0	-6	-2	-3
O=C(NCC[C@@H]1CC[C@@H](NS(=O)(=O)c2cccc(F)c2)[C@@H](CO)O1)c1cnccn1	-4	-3	0.6	0.2	-0.5	0	-5	-1
COc1cccc(C(=O)N2C[C@H]3[C@@H](c4ccccc42)[C@@H](CO)N3C(=O)NC(C)C)c1	9	7	0.8	0.0	0.0	-2	-11	nt
Cc1ccc(-c2nnc(SCC(=O)N/N=C/c3c(C)nn(-c4ccccc4)c3C)n2-c2ccccc2)cc1	-7	nt	nt	-0.2	-1.2	-30	nt	2
O=C(/C=C/c1ccc2c(c1)OCCCO2)c1ccccc1O	-21	nt	nt	0.0	0.2	-22	nt	0
CO[C@@H]1CN(C)C(=O)c2cc(NC(C)=O)ccc2OC[C@@H](C)N(C(=O)C2CCC2)C[C@@H]1C	-2	0	-2.1	-0.5	-0.1	-2	-5	-2
Additional results:
SMILES	RAD52 inh	RAD54 branch	CFTR F508del cor	XiGFP reactiv	E-sel inducer	GSIS activator	DENV2 CPE	Casp6 inh
COc1cc(/C=C(\C#N)C(=O)c2c(C)[nH]c3ccccc23)cc(OC)c1OC	-3	nt	2.3	-0.1	nt	-9	14	-3
CN(CC(=O)O)Cc1oc(CO)cc(=O)c1O	-4	nt	-1.3	0.3	-0.3	nt	11	1
Cn1c(=O)c(=O)n(C)c2cc(N3CCOCC3)c(NS(=O)(=O)c3ccc([N+](=O)[O-])cc3)cc21	-3	-4	-0.7	-0.1	nt	0	0	5
Cc1ccc(S(=O)(=O)N2CCCOC2CNC(=O)C(=O)NCCCn2ccnc2)cc1 (stereo not drawn)	-4	nt	nt	-0.1	-1.3	-5	-5	-47
COc1cc(NC(=O)COC(=O)CNC(=O)C2CCCCC2)cc(OC)c1	-4	nt	-4.0	-0.1	0.0	nt	-6	4
C[C@H](CO)N1C[C@H](C)[C@H](CN(C)Cc2ccncc2)Oc2ccc(NC(=O)Cc3cn(C)c4ccccc34)cc2C1=O	-5	4	3.0	-0.1	5.3	-5	-1	-2
C[C@H]1CN([C@@H](C)CO)C(=O)c2cc(C#Cc3ccccc3F)cnc2O[C@@H]1CN(C)C(=O)Cc1cccnc1	6	-8	0.8	0.6	0.1	-4	1	-2
O=C(C[C@H]1C=C[C@@H](NC(=O)CN2CCOCC2)[C@@H](CO)O1)NCCc1ccncc1	0	nt	-1.5	-0.4	-0.4	5	6	4
C=CC[n+]1c(/C=C2\C=Cc3cc(C)ccc3N2CC)ccc2ccccc21	-7	nt	-5.8	0.3	0.4	-81	-3	3
CCc1cc2c(cc3c(=O)n(CC(=O)NCCCN4CC(C)CC(C)C4)ncn32)s1 (stereo not drawn)	11	8	0.8	0.1	-0.1	nt	64*	-5
Cc1cccc(OCC(=O)N(Cc2ccco2)C2CCS(=O)(=O)C2)c1 (stereo not drawn)	-2	1	-2.2	0.0	nt	nt	-4	-1
CC1CN(C(=O)c2cc3cc(Br)ccc3[nH]2)CC(C)O1 (stereo not drawn)	-10	-1	-0.4	0.2	nt	13	2	3
COc1ccc2c3c([nH]c2c1)[C@H](CO)N(C(C)=O)CC31CN(C(C)=O)C1	2	nt	-1.2	-0.1	-0.1	6	-2	nt
C[C@@H]1CN([C@H](C)CO)C(=O)c2cccc(NC(=O)Nc3cccc4ccccc34)c2O[C@@H]1CN(C)Cc1ccccc1	5	11	0.6	0.0	0.1	-9	4	-1
